Screening results as filed in PubChem BioAssay.
SW480 rerep: A quantitative high throughput screen for small molecules that induce DNA re-replication in SW480 colon adenocarcinoma cells; SW480 DNA re-replication, Hoechst DNA content imaging, 48 h; Potency, µM (doses to about 46.1 µM), for inactives: at the highest dose re-replication activation, most hits filed as activators; 340,000 compounds, 1.8% hits; note: potency is the fitted concentration of half-maximal effect; % of control where 0% means no effect; nearly all actives have a fitted effect of over 55% in size
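Image-based read-out: total Hoechst fluorescence of nuclei (405 nm excitation, 500-530 nm emission), with hits raising the fraction of high-intensity nuclei. SW480 colon cells incubated 48 hr with compounds at 37 C.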
KB-V1 cytotox: qHTS assay for MDR1-selective chemotherapeutics: Primary screen using the drug-selected MDR subline cells KB-V1; Potency, µM (titrated, usually from 46.1 µM), for inactives: top-dose activity change, negative = cytotoxicity, most hits filed as cytotoxic; KB-V1 MDR cells viability, CellTiter-Glo, 72 h; 400,000 compounds, 3.4% hits; note: potency is the fitted concentration of half-maximal effect; % is set by controls: 0 for no effect and ±100 for the full control effect; nearly all actives have a fitted effect of over 60% in size
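Compound-treated KB-V1 multidrug-resistant cells, 72 h, 37 degrees C; viability by CellTiter-Glo. Fitted qHTS curves give the values.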
KB-3-1 cytotox: qHTS assay for MDR1-selective chemotherapeutics: Primary screen using the parental adenocarcinoma cell KB-3-1 | Potency, µM (top dose mostly 46.1 µM), for inactives: at the top dose activity change, negative = cytotoxic, hits mostly cytotoxic | AID 1347075, 2019 | 400,000 compounds, 1.4% hits | KB-3-1 viability, CellTiter-Glo ATP luminescence, 72 h; note: potency is the fitted concentration of half-maximal effect; % is set by controls: 0 for no effect and ±100 for the full control effect; nearly all actives have a fitted effect of over 60% in size
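Multi-concentration cytotoxicity screen in KB-3-1 cells grown in DMEM lacking phenol red with 10% FBS. After 72 h at 37 °C with compound, ATP-dependent luminescence was recorded.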
MCF10A rereplic: A quantitative high throughput screen for small molecules that induce DNA re-replication in MCF 10a normal breast cells. Potency, µM (titrated, usually from 46.1 µM), for the others: top-dose activity, positive = re-replication, hits mostly activators. AID 624296, 2012. 350,000 compounds, 2.9% hits. MCF 10A DNA re-replication, Hoechst nuclear intensity, 48 h; note: potency is the fitted concentration of half-maximal effect; % of control where 0% means no effect; nearly all actives have a fitted effect of over 50% in size
IL1B secr inh: qHTS for Inhibitors of Inflammasome Signaling: IL-1-beta AlphaLISA Primary Screen; THP-1 LPS/ATP IL-1B secretion, AlphaLISA, 16 h; stronger effect = lower value; AID 743279, 2014; activity change, % at 57.5 µM; 360,000 compounds, 4.7% hits; in the data active = activity change below about -50%; inconclusive = mostly about -30% to -49%; note: % is set by controls: 0 for no effect and ±100 for the full control effect
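THP-1 cells pretreated 1 hr with compounds (up to 57.5 uM final), then stimulated with LPS (250 ng/mL final) plus ATP (1.25 mM final); secreted IL-1B measured by AlphaLISA after 16 hr, decreased signal indicating inhibition.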
ATXN2 expr inh: Primary qHTS for Inhibitors of ATXN expression | HEK-293 ATXN2-luciferase reporter, luminescence, 24 h | Potency, µM (doses to about 57 µM), for inactives: at the highest dose activity change, negative = inhibition, most hits filed as inhibitors | 360,000 compounds, 0.72% hits; note: potency is the fitted concentration of half-maximal effect; % is set by controls: 0 for no effect and ±100 for the full control effect; nearly all actives have a fitted effect of over 55% in size
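ATXN2-luciferase reporter cells (luciferase flanked by upstream and downstream ATXN2 gene portions) were treated 24 h at 37 °C with compounds at up to 57 uM. SteadyGlo luminescence gave expression; GF-AFC fluorescence gave viability.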
HT1080 IDH1KD tx: qHTS for induction of synthetic lethality in tumor cells producing 2HG: qHTS for the HT-1080-IDH1KD cell line | HT-1080 IDH1 knockdown viability, ATP luminescence, 48 h | Potency, µM (series often up to 46.1 µM), inactives show top-dose activity, negative = toxicity, most hits filed as cytotoxic | 360,000 compounds, 2% hits;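 note: potency is the fitted concentration of half-maximal effect; 0% = DMSO wells and -100% = cell-free medium wells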
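CellTiter-Glo luminescence after 48 h compound exposure at 37 degrees C of IDH1-knockdown HT-1080 cells in 5% FBS RPMI. %Activity scaled between DMSO wells and cell-free media wells, with curves fitted and assigned curve classes.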
S2 tox: Viability Counterscreen for Primary qHTS for Inhibitors of ATXN expression; 400,000 compounds, 0.49% hits; Potency, µM (series often up to 56.7 µM), actives largely listed as cytotoxic; S2 cells (HEK-293 line with an ATXN2-luciferase reporter) viability, CellTiter-Fluor protease fluorescence, 24 h; AID 651635, 2014; note: potency is the fitted concentration of half-maximal effect; nearly all actives have a fitted effect of over 40% in size
HT1080-NT tox: qHTS for induction of synthetic lethality in tumor cells producing 2HG: qHTS for the HT-1080-NT fibrosarcoma cell line; HT-1080-NT fibrosarcoma viability, CellTiter-Glo ATP luminescence, 48 h; Potency, µM (titrated, usually from 46.1 µM), for the others: at the highest dose activity, negative = less viability, actives largely listed as cytotoxic; 360,000 compounds, 1.6% hits; AID 686970, 2013;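 note: NT is the 2HG producing partner of a matched IDH1 knockdown line; potency is the fitted concentration of half-maximal effect; 0% = DMSO-treated cells and -100% = media-only wells without cells; nearly all actives have a fitted effect of over 55% in size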
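Compounds were tested in concentration-response format on HT-1080-NT cells for 48 hours at 37 degrees C. Cell viability came from CellTiter-Glo luminescence; curves were classified by r2, response magnitude and activity.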
* hit, by the source's call; i = inactive; ? = inconclusive; nt = no result given; ! = a repeat was not active; [ ] = remark or other dose. Unless noted, calls come from the whole dose curve; as a rule, active = well fitted curve in the direction sought with a large enough effect; inconclusive = small, poorly fitted or top-dose-only effect, or another doubt; inactive = no such curve, though single readings can be large; an effect the other way counts as inactive or inconclusive. Rows were taken by chance; any-hit rate near 11%.

SMILES	SW480 rerep	KB-V1 cytotox	KB-3-1 cytotox	MCF10A rereplic	IL1B secr inh	ATXN2 expr inh	HT1080 IDH1KD tx	S2 tox	HT1080-NT tox
COc1ccc(CNC(=O)/C=C/c2cc3c(cc2Br)OCO3)cc1	-6%	3%	14%	-7%	14	7%	-27%	i	-27%
COc1ccc(-c2nsc3c(N4CCN(S(=O)(=O)c5ccccc5F)CC4)ncnc23)cc1	-3%	16%	-11%	-7%	-6	1%	10%	i	-2%
CCOC(=O)C1(Cc2ccccc2)CCCN(C(=O)c2ccc(-n3ccnc3)cc2)C1 (centres undefined)	-11%	15%	-26%	1%	-9	28%	1%	i	4%
Cc1cc(NC(=O)CC#N)n(-c2ccccc2)n1	2%	7%	-24%	-1%	0	-27%	2%	i	-4%
CC(C)N(C(=O)N1CCN(c2ccnc3cc(Cl)ccc23)CC1)C(C)C	10%	?	-9%	16µM*	-84*	25µM*	-21%	?	-21%
Cc1nc(-c2ccccc2)sc1C1(C)CC(c2ccc(C#N)cc2)=NO1 (centres undefined)	-2%	-2%	0%	12%	-26	1%	13%	i	20%
COc1ccc(NC(=O)CSc2ccc3nc(-c4ccccc4)cn3n2)c(OC)c1	nt	-12%	?	nt	nt	-29%	nt	?	nt
O=C(NNC(=S)Nc1ccc(F)cc1F)c1ccco1	1%	?	14%	-3%	-7	20%	7%	i	27%
CCOC(=O)C1(C)CCN1C(=O)c1ccc(C(F)(F)F)cc1 (centres undefined)	nt	-1%	0%	nt	8	6%	27%	i	15%
CC(C)(C)c1cc(Br)c(O)c(N=Nc2ccc(S(=O)(=O)N3CCOCC3)cc2)c1	?	0%	?	24%	?	-4%[11.3 µM]	1%	?	-11%
CC1CCN(C(=O)COc2ccc(S(=O)(=O)N3CCOCC3)cc2)CC1	-2%	-24%	3%	1%	0	-8%	-6%	i	-4%
Cc1ccc(CN2CCSc3ccc(C(=O)N4CCN(c5ccc(Cl)cc5)CC4)cc32)cc1	nt	?	0%	nt	nt	-14%	nt	i	nt
CC1(C)CC(=O)c2c(oc3ccc(NS(=O)(=O)c4ccc(C(=O)O)cc4)cc23)C1	?	?	9%	-14%	-4	3%	19%	i	-1%
O=S(=O)(Nc1cccc(CCc2ccccn2)c1)c1cc(Cl)ccc1Cl	-3%	-16%	3%	30%	10	-1%	-15%	i	-15%
O=C(CCc1ccccc1)N=C1SC2CS(=O)(=O)CC2N1c1ccccc1 (centres undefined)	-3%	16%	3%	?	10	nt	0%	i	3%
CC(=O)C1=C(O)C(=O)N(c2nccs2)C1c1ccc(Br)cc1 (centres undefined)	-6%	13%	12%	1%	5	-3%	-16%	?	-1%
CCOC(=O)C1(Cc2ccccc2)CCN(Cc2ccc3cc(NC(C)=O)ccc3n2)CC1	-7%	-20%	-8%	?	?	2%	-1%	i	-22%
CCC(C)(C)NC(=O)C1CCN(c2nc(OC)nc(OC)n2)CC1	-8%	-9%	8%	-6%	12	10%	0%	?	-2%
CSc1nc2ccc(S(N)(=O)=O)cc2s1	0%	?	24%	-1%	32	5%	-2%	i	-2%
Cc1cc(NC(=O)C2C3C(=O)N(Cc4ccc(Cl)cc4)C(C(=O)NCc4ccccc4)C34C=CC2(C)O4)no1 (centres undefined)	2%	0%	-7%	-5%	-15	-2%	8%	i	-2%
O=C(c1ccccc1)c1ccc2ccccc2n1	-27%	-8%	1%	-2%	2	21%	9%	i	17%
O=C(/C=C/N1CCN(Cc2ccccc2)CC1)C(F)(F)F	-8%	14%	-10%	?	18	-2%	8%	i	15%
O=C(NCN1C(=O)C2C3C=CC(C3)C2C1=O)Nc1nccs1 (centres undefined)	-8%	8%	-7%	-2%	13	-2%	-2%	i	-2%
N#Cc1c(Cl)nc(-c2ccncc2)nc1-c1ccccc1	-2%	3%	-7%	-2%	-6	nt	5%	nt	9%
COc1ccc(-n2nnnc2SCC(=O)Nc2cccc(O)c2)cc1	12%	14%	7%	-3%	18	-5%	-16%	?	-4%

Random excerpt: four entries already listed.
SMILES	SW480 rerep	KB-V1 cytotox	KB-3-1 cytotox	MCF10A rereplic	IL1B secr inh	ATXN2 expr inh	HT1080 IDH1KD tx	S2 tox	HT1080-NT tox
O=S(=O)(Nc1cccc(CCc2ccccn2)c1)c1cc(Cl)ccc1Cl	-3%	-16%	3%	30%	10	-1%	-15%	i	-15%
O=C(NNC(=S)Nc1ccc(F)cc1F)c1ccco1	1%	?	14%	-3%	-7	20%	7%	i	27%
CCOC(=O)C1(Cc2ccccc2)CCCN(C(=O)c2ccc(-n3ccnc3)cc2)C1 (centres undefined)	-11%	15%	-26%	1%	-9	28%	1%	i	4%
O=C(NCN1C(=O)C2C3C=CC(C3)C2C1=O)Nc1nccs1 (centres undefined)	-8%	8%	-7%	-2%	13	-2%	-2%	i	-2%

Additional structures.
SMILES	SW480 rerep	KB-V1 cytotox	KB-3-1 cytotox	MCF10A rereplic	IL1B secr inh	ATXN2 expr inh	HT1080 IDH1KD tx	S2 tox	HT1080-NT tox
CC(C)(C)Nc1nc2ccc([N+](=O)[O-])cc2o1	3%	?	-6%	11%	-24	49%[activator]	1%	i	4%
CCC(=O)N1CCCc2cc(S(=O)(=O)N3CCN(c4ncccn4)CC3)ccc21	6%	-17%	14%	6%	-1	0%	-1%	i	-3%
CCOC(=O)c1cc(-c2cccs2)nc2onc(C)c12	?	7%	-7%	?	1	-2%	13%	i	6%
Cc1cccn2cc(CCNS(=O)(=O)c3cccc([N+](=O)[O-])c3)nc12	-4%	11%	12%	14%	23	-4%	9%	i	20%
COc1cc(-c2noc(C)c2/C=C/c2ccc(OC(C)=O)cc2)cc(OC)c1OC	?	1.3µM*!	0.73µM*	?	67	-6%	0.52µM*	?	0.37µM*
COc1ccccc1N1CCN(C(CNC(=O)C(=O)NCCN(C)C)c2cccnc2)CC1 (centres undefined)	nt	3%	7%	nt	nt	-8%	nt	i	nt
O=C(c1nc2ccccn2c1CNCC1OCCc2ccccc21)N1CCOCC1 (centres undefined)	-90%[inhibitor]	-17%	-1%	5%	-6	-4%	1%	i	-6%
CCc1nc2ccc(C(=O)NCCCN3CCCC3=O)cn2c1N(C)C(=O)C1CCCCC1	nt	1%	0%	nt	-3	12%	8%	?	?
O=c1c2c3nc4ccccc4nc3n(/N=C/c3ccco3)c2ncn1CCC1=CCCCC1	?	-4%	11%	?	-29	2%	-2%	i	5%
CCOC(=O)Nc1ccc(OC)c([N+](=O)[O-])c1	-56%[inhibitor][1.84 µM]	?	7%	?	-17	-8%[2.22 µM]	1%	i	5%
Cc1ccc(-c2cc(C(=O)OCn3nnc4ccccc4c3=O)c3ccccc3n2)cc1	-2%	-1%	8%	0%	3	2%	20%	i	19%
CS(=O)(=O)c1ccccc1-c1nc(-c2cccc(Cl)c2)no1	0%	-10%	9%	0%	-23	2%	-7%	i	-14%
Cc1nnc(SCC(=O)Nc2sccc2C#N)s1	1%	0%	12%	-2%	39	25%	1%	i	1%
O=C1CC(=O)N(CCNc2ncc(C(F)(F)F)cc2Cl)C(=O)N1	-5%	0%	3%	?	-2	-8%	0%	i	4%
Cc1nc2ccccc2c(=O)n1/N=C/c1ccncc1	0%	14%	10%	-1%	-28	7%	8%	i	15%
Cc1ccc2c(CSc3nncs3)cc(=O)oc2c1	1%	?	-2%	-1%	-17	46%[activator]	-11%	i	-5%
C=CCn1cccc(C(=O)Nc2ccc(OCC)cc2)c1=O	-8%	-9%	?	-7%	-1	50%[activator][11.3 µM]	-11%	i	-15%
CCCCN1CC(N2CCN(Cc3ccccc3)CC2)CS1(=O)=O (centres undefined)	nt	0%	-1%	nt	33	6%	-4%	i	-6%
C(=N\n1cnnc1)/c1ccc2ncccc2c1	-2%	-2%	0%	-1%	-6	-2%	19%	i	8%
CN(C)S(=O)(=O)c1cccc(NC(=S)Nc2ccc(Cl)cc2Cl)c1	4%	?	-15%	-3%	-5	-1%	-1%	i	13%
NC(=O)C1CC(=O)N(c2ccc(OCC(=O)Nc3cccc(C(F)(F)F)c3)cc2)C1 (centres undefined)	-1%	7%	0%	-8%	14	-15%	-3%	i	-3%
O=C(COc1ncnc2c(Cl)cc(Cl)cc12)N1CCN(S(=O)(=O)c2ccccc2)CC1	-1%	-9%	14%	4%	3	1%	2%	i	3%
COCc1cc(C)n(CC(=O)OC)c(=O)c1C#N	-3%	13%	2%	0%	31	-22%	17%	i	27%
CS(=O)(=O)c1cnc(-c2cccnc2)nc1N	-2%	15%	-2%	10%	6	-10%	7%	i	7%
Cc1cc(C)c2nc(N3CCOCC3)c(C#N)cc2c1	15%	-7%	-11%	?	-21	6%	-4%	i	5%
COc1cccc(C(=O)Nc2ccc(N3CCCC3)cc2)c1	?	5.8µM*	-1%	?	-6	26%	18µM*	i	21µM*
CC1(C)C(C(=O)OCC(Cl)(Cl)Cl)N2C(=O)C(NC(=O)Cc3ccccc3)C2S1=O (centres undefined)	-9%	6%	-3%	?	0	8%	-4%	i	-2%
O=CN1CCN(C(C(=O)NC2CCCC2)c2cc3c(cc2[N+](=O)[O-])OCO3)CC1 (centres undefined)	-8%	-10%	-2%	-7%	-4	2%	-4%	i	-9%
CCc1cc(C(=O)N2CCCC(C(=O)c3ccc(Cl)cc3)C2)no1 (centres undefined)	?	-21%	-1%	2%	10	2%	-16%	i	3%
C[C@@H](C(=O)Nc1nc2ccccc2s1)N1C(=O)C2CC=CCC2C1=O (some centres undefined)	1%	-4%	0%	-1%	9	1%	6%	i	1%
